Screens deposited in PubChem by The Scripps Research Institute Molecular Screening Center.
ADAM17 inh – ADAM17 inhibitors, primary screen, biochemical, QFRET. Disintegrin and metalloproteinase domain-containing protein 17 (Homo sapiens), P78536. recombinant ADAM17, EDANS/DABCYL FRET peptide cleavage. inhibition, % at 6.95 µM. actives 0.83% (n = 370,000). AID 720648, 2013;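 active = inhibition above the mean of compounds lying between control limits plus 3 SD, set per campaign, cut at about 8.5% in these data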;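 note: 0% = DMSO-only wells as the low control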
DDE Tn6 FP inh – inhibitors of Tn6 peptide binding to fibrin DD(E), primary screen, biochemical, fluorescence polarization, human fibrin, Tn6 probe | Fibrin DD(E) TRITC-Tn6 fluorescence polarization displacement | inhibition, % at 8.3 µM | actives 0.21% (n = 370,000) | AID 720509, 2013;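 active = inhibition above a per-campaign cutoff: mean of compounds within control limits plus 3 SD, cut at about 15% in these data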;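 note: 0% = median of all compound wells on the plate and 100% = blocking peptide control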
Target sequence (P02675 whole entry, looked up): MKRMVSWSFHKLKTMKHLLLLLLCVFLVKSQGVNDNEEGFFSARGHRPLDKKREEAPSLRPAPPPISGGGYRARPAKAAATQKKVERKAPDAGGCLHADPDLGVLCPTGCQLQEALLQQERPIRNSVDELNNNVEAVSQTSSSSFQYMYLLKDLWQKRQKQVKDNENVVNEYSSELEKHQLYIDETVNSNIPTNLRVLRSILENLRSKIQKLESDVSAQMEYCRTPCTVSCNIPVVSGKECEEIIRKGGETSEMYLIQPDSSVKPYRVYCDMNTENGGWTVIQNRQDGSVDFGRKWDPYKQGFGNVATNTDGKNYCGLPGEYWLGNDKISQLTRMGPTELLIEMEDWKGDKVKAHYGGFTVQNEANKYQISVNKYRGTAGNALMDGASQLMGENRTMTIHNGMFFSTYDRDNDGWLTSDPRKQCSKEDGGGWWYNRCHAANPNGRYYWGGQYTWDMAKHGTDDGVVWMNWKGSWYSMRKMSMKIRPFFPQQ
ADAM10 inh – human ADAM10 inhibitors, primary screen, biochemical, QFRET, HTS | recombinant ADAM10, EDANS/DABCYL FRET peptide cleavage, 3 h | actives 0.62% (n = 370,000) | inhibition, % at 7 µM | Disintegrin and metalloproteinase domain-containing protein 10 (Homo sapiens), O14672;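 active = inhibition above a per-campaign cutoff equal to the mean of compounds falling between control-based bounds plus 3 SD, cut at about 20% in these data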;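 note: 0% = DMSO wells while the 100% control is not disclosed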
LEDGF integ inh – blockers of LEDGF/p75-dependent integrase strand transfer – biochemical, TR-FRET, high throughput, primary screen; TR-FRET IN-LEDGF/p75 DNA integration, Eu/Cy5; inhibition, % at 3.7 µM; actives 0.64% (n = 370,000);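 active = inhibition above the screen-wide mean plus 3 SD, cut at about 13% in these data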;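 note: signal is the Cy5 over europium emission ratio at 671 and 618 nm; 0% = plate median of compound wells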
KLK7 zymogen act – proKLK7 zymogen activators, primary screen, biochemical, fluorescence intensity; Kallikrein-7 (Homo sapiens), P49862; purified proKLK7, EDANS-DABCYL substrate fluorescence; 100% is mature enzyme control, 0% vehicle; activation, % at 7 µM; actives 0.9% (n = 370,000); AID 652039, 2013;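 active = activation above the mean of all tested compounds plus 3 SD, computed per campaign excluding outliers beyond control limits, cut at about 13% in these data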
Target sequence (P49862 whole entry, looked up): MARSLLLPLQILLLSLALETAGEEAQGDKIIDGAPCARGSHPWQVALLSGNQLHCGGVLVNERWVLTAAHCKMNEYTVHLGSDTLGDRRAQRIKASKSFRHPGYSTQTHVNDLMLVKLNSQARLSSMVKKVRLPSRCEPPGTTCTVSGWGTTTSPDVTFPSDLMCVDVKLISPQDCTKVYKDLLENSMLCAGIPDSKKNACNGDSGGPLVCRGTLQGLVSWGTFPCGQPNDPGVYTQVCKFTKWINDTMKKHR
TDP2 absorb – human TDP2 enzyme inhibitors, primary screen, biochemical, epi absorbance, recombinant enzyme; inhibition, % at 12.8 µM; T5PNP hydrolysis, p-nitrophenol absorbance 415 nm; AID 720702, 2013; actives 0.34% (n = 370,000);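 active = inhibition above the mean of all tested compounds plus 3 SD, set per campaign, cut at about 25% in these data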;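 note: 0% = DMSO with enzyme and 100% = buffer with substrate but no TDP2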
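Material: recombinant human TDP2; quantity: TDP2 enzyme at 120 nM final; medium: Tris-HCl pH 7.5 with MgCl2; compound: single concentration, 12.8 µM nominal, with 1% DMSO; incubation: 2 h enzyme incubation at 37 °C; signal: epi absorbance; measure: percent inhibition; benchmarks: high control without enzyme, low control DMSO plus TDP2; repeats: singlicate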
Tn7 DDE FP – inhibitors of Tn7 peptide binding to fibrin DD(E), primary screen, biochemical, fluorescence polarization, human fibrin, Tn7 probe. Fibrinogen beta chain (Homo sapiens), P02675. FP displacement of FITC-Tn7 peptide from fibrin DD(E); 0% = median of compound wells per plate. inhibition, % at 8.3 µM. actives 0.13% (n = 370,000). AID 720508, 2013;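 active = inhibition above the mean of compounds falling within the control limits plus 3 SD of them, cut at about 14% in these data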;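 note: 0% = plate median of compound wells and 100% = 10 µM Aha-Tn7 peptide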
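assay system = human clot-derived fibrin DD(E) complex | quantity = Fibrin-DD(E) at 2 µM final | timing = 10 min preincubation, 3 h with tracer, room temperature | signal = fluorescence polarization | measure = percent inhibition | benchmarks = high control wells with 10 µM unlabelled Aha-Tn7 peptide (full inhibition) | replicates = singlicate testing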
PLCg1 inh – PLC-gamma1 enzyme inhibitors, primary screen, biochemical, fluorescence, purified enzyme; 1-phosphatidylinositol 4,5-bisphosphate phosphodiesterase gamma-1 (Homo sapiens), P19174; fluorogenic substrate; inhibition, % at 12.2 µM; actives 0.84% (n = 370,000); in the data active = inhibition above about 9.5%
ARFGAP1 inhibitor – inhibitors of rat ARFGAP1 GAP activity, primary screen, biochemical, fluorescence polarization, GDP tracer; ADP-ribosylation factor GTPase-activating protein 1 (Rattus norvegicus), Q62848; Arfgap1-stimulated ARF1 GTP hydrolysis, GDP FP detection; inhibition, % at 16.5 µM; actives 0.26% (n = 360,000);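 active = inhibition above a per-plate limit, mean inhibition of low control wells plus 3 SD, cut at about 25% in these data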;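 note: 0% = DMSO wells with enzyme and 100% = wells lacking Arfgap1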
Target sequence (Q62848 1-136 limits assumed): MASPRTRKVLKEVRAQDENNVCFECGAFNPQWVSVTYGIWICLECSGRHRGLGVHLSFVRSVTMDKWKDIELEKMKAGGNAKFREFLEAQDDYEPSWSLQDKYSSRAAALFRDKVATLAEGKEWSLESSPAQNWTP
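Assay system: purified rat His6-Arfgap1 residues 1-136 (GAP domain); Reagent: human Δ17 ARF1 bound to GTP; Dosing: 16.5 µM single point, 1.26% DMSO; Times: GTP hydrolysis reaction 2 h at 25 °C; Signal: FP, GDP Alexa 633 tracer displaced from anti-GDP antibody, 620/688 nm; Measure: % inhibition from polarization.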
ASAP1 GAP inh – inhibitors of human ASAP1 ArfGAP activity, primary screen, biochemical, fluorescence polarization; Arf-GAP with SH3 domain, ANK repeat and PH domain-containing protein 1 (Homo sapiens), …; ASAP1-stimulated ARF1 GTP hydrolysis, GDP FP detection; inhibition, % at 16.5 µM; actives 0.19% (n = 360,000); AID 624377, 2012; in the data active = inhibition above about 25%;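 note: 0% = vehicle with enzyme and substrate and 100% = no enzyme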
* hit, by the source's call; i = inactive; nt = no result given. Compounds as they come; any-hit rate near 4.2%.

Tn7 DDE FP	ADAM17 inh	DDE Tn6 FP inh	ASAP1 GAP inh	ARFGAP1 inhibitor	PLCg1 inh	KLK7 zymogen act	LEDGF integ inh	ADAM10 inh	TDP2 absorb	structure
-4	0	0	7	1	0	0.3	-1	10	0	COc1cc(NC(=O)CCCSc2nc(-c3ccco3)cc(C(F)(F)F)n2)cc(OC)c1OC
0	2	2	-2	10	3	-0.1	10	5	1	COc1cnc(-c2ccccn2)nc1Oc1c(C)cccc1C
8	0	-1	3	4	-6	-0.5	-1	1	7	CCOc1ccc2nc(NC(=O)CN3C(=O)C4CCCCC4C3=O)sc2c1 (configuration not stated)
8	-8	-12	11	-12	-3	-0.1	-3	-43	5	Cn1c(NCCc2ccncc2)nc2cc(-c3ccccc3)sc2c1=O
-22	-1	0	2	12	-1	0.0	3	5	-9	Cc1cc(NC(=O)c2ccc3[nH]c(C)c(C)c3c2)ccn1
4	5	-5	-14	-3	2	0.1	0	10	-3	COc1ccc([N+](=O)[O-])cc1NC(=O)CSc1ccccc1
-5	4	-6	7	9	5	-0.1	3	-1	-4	O=C(C/C=N/OCc1ccc(Cl)cc1Cl)c1ccccc1
1	-5	0	2	2	1	0.4	-1	2	3	COC(CNC(=O)c1ccc(-n2c(=S)[nH]c3ccccc3c2=O)cc1)OC
-4	-60	-6	4	-4	-92	-28	4	-222	7	O=c1cc(CN2CCCC2)c2c(ccc3ccccc32)o1
5	1	4	4	5	0	0.1	1	3	-12	CC1(C)CC(NC(=O)N2c3ccccc3Sc3ccccc32)CC(C)(C)N1
0	0	5	2	-5	4	-0.7	2	7	-11	Cc1ccc(C(=O)NCC(=O)OCC(=O)Nc2ccc(Cl)cn2)cc1
-2	1	2	12	-3	5	-0.2	8	13	-15	COc1ccc(CCNC(=O)CSc2nc3ccccc3o2)cc1OC
-5	-4	-8	nt	nt	-6	-8.4	-2	-20	-10	O=C(CSc1nc2ccccc2nc1N1CCCCC1)N1CCN(S(=O)(=O)c2ccccc2)CC1
-1	-2	7	8	-2	-1	-0.4	0	-9	-2	COc1ccc2c(C)nc(Nc3nc(C)c(C)c(=O)[nH]3)nc2c1
6	0	0	-1	13	-6	0.0	-6	-9	-4	Nc1ccc2c(c1)sc1ccccc12
-1	-1	-2	-2	1	3	0.7	2	2	-18	COc1cc(C(C(=O)NC2CCCCC2)N(CCN2CCOCC2)C(=O)C2COc3ccccc3O2)cc(OC)c1OC (configuration not stated)
0	-1	4	-8	-2	1	-0.2	1	-2	0	Cc1cc(C(=O)Nc2cc(C)n(Cc3ccc(Cl)cc3)n2)no1
5	0	-5	-3	-7	1	0.3	5	0	6	N#Cc1cn(Cc2ccco2)c(=O)[nH]c1=O
0	-3	-4	12	-5	0	-0.1	-1	-1	6	CCCS(=O)(=O)N1CCCC(C(=O)NCCCN2CCN(c3ccc(F)cc3)CC2)C1 (configuration not stated)
-1	4	4	-9	14	3	0.3	-2	-9	-2	CC(C)(C)c1cc(NC(=O)C2(C)CCN2C(=O)c2ccccc2CCc2ccccc2)no1 (configuration not stated)
-6	-3	8	5	-9	3	-0.5	-1	-5	0	CCN(CC(=O)Nc1c(F)cccc1F)C(=O)c1ccc2c(c1)S(=O)(=O)N=C1CCCCCN12
8	-2	7	-4	-20	-3	-0.5	0	5	-4	COc1ccc(NS(=O)(=O)c2cc(C)ccc2OC)cc1OC
7	-8	-2	-2	-8	2	-0.2	2	-2	-6	Cc1c(Cl)cccc1NC(=S)N1CCC(N(C)CC2CCCO2)CC1 (configuration not stated)
-7	-1	8	nt	nt	2	0.6	7	1	7	Fc1cc(F)c(CSc2nnc(-c3cccnc3)n2Cc2ccccc2)cc1F
1	0	4	12	-4	3	-0.1	2	1	-4	CCC(C)NC(=S)NNC(=O)c1ccc(C(C)(C)C)cc1 (configuration not stated)
-1	-1	0	4	9	-61	-220	2	5	-6	CC1CCCN(S(=O)(=O)c2ccc(C(=O)Nc3sc4c(c3C(N)=O)CCN(C)C4)cc2)C1 (configuration not stated)
5	2	6	3	7	1	0.0	1	12	7	COc1ccc(C(=O)CSc2nnc(CNc3ccc(F)cc3)o2)cc1
6	-321	3	-3	-2	-150	4.5	-3	i	6	CC(=O)Nc1sc(N/N=C/c2ccc(N(C)C)cc2)nc1-c1ccc(C)cc1
3	2	-5	7	5	-3	-0.4	-4	-1	13	O=C(O)c1ccc(Nc2ccc([N+](=O)[O-])c3nonc23)cc1
1	1	-8	-11	-3	1	-0.2	1	-3	-5	Cc1ccc(S(=O)(=O)N2CC(C(=O)O)Oc3ccccc32)cc1 (configuration not stated)

A draw from above in order of length of the SMILES, high to low.
Tn7 DDE FP	ADAM17 inh	DDE Tn6 FP inh	ASAP1 GAP inh	ARFGAP1 inhibitor	PLCg1 inh	KLK7 zymogen act	LEDGF integ inh	ADAM10 inh	TDP2 absorb	structure
1	1	-8	-11	-3	1	-0.2	1	-3	-5	Cc1ccc(S(=O)(=O)N2CC(C(=O)O)Oc3ccccc32)cc1 (configuration not stated)
-2	1	2	12	-3	5	-0.2	8	13	-15	COc1ccc(CCNC(=O)CSc2nc3ccccc3o2)cc1OC
5	0	-5	-3	-7	1	0.3	5	0	6	N#Cc1cn(Cc2ccco2)c(=O)[nH]c1=O

Next section
Tn7 DDE FP	ADAM17 inh	DDE Tn6 FP inh	ASAP1 GAP inh	ARFGAP1 inhibitor	PLCg1 inh	KLK7 zymogen act	LEDGF integ inh	ADAM10 inh	TDP2 absorb	structure
5	-32	4	3	-10	-6	0.9	-2	-75	1	Cc1cc(C(=O)O)ccc1-c1ccc(/C=N/n2cnnc2)o1
-13	-1	-3	12	12	-1	0.2	3	-13	-2	CNS(=O)(=O)c1cccc(C(=O)NCC(c2ccco2)N(C)C)c1 (configuration not stated)
4	-2	-7	-9	5	-1	-0.1	-1	-8	-1	O=C(c1ccco1)N1N=C(C2CCCCC2)CC1(O)C(F)(F)F (configuration not stated)
2	-6	3	-6	-8	0	-0.1	1	-8	10	CN(Cc1ccco1)C(=O)[C@H](Cc1ccccc1)NC(=O)CC[C@H]1O[C@@H](n2ccc(=O)[nH]c2=O)[C@H](O)[C@@H]1O
4	-6	-6	-1	-3	-62	-1.3	-1	-22	-2	Cc1[nH]nc2ncc(C(=O)c3ccccc3O)cc12
-3	-4	1	12	-19	1	-0.6	-2	-5	-3	CC(=O)c1c(CSc2ccccc2)oc2ccc(O)c(CN(C)C)c12
-5	-13	1	4	5	-6	-9.3	0	-41	-30	Cc1cccc(NC(=O)CCC(=O)N/N=C/c2ccc(O)cc2O)c1
-1	-4	1	-4	12	1	0.4	0	1	-4	COc1ccc(-c2ccc3oc(-c4ccc(OC)cc4)c(-c4cc(OC)c(OC)c(OC)c4)c3c2)cc1
2	-25	-3	-7	10	-64	-2.9	1	-42	-5	CSc1n[nH]c2nc3c(c(=O)n12)C1(CCCC1)Cc1ccccc1-3
0	-6	4	-1	-7	0	0.5	-4	-2	3	O=C(CN1CCC(NC(=O)C2CC2)CC1)Nc1ccccc1[N+](=O)[O-]
1	9.3*	-7	-14	8	6	-0.5	0	31*	-12	Clc1cccc(NCc2nnc(SCc3ccc(Cl)cc3Cl)o2)c1
1	-3	2	7	0	1	0.7	0	6	13	CCC(=O)Nc1ccc(S(=O)(=O)N2CCCCC2)cc1OC
-2	6	4	-2	7	13*	-0.3	5	0	-24	CCCNC(=O)c1ccc2c(c1)nc(C)n2-c1cccc(C)c1
10	-2	4	-2	0	-2	-0.1	-3	2	-7	O=C(CC(=O)Nc1cccc(Cl)c1)N/N=C\c1ccccc1
0	-12	3	-2	1	-18	-0.2	2	-24	-1	Cc1ccc2c(c1)COc1c3ccc(C(=O)O)cc3nn1-2
-2	-5	-6	-14	1	4	-0.1	3	-12	0	Cc1nnc(SCC(=O)NC(C)(C)C)n1NCc1c(F)cccc1Cl
-7	1	-1	9	1	1	-0.8	5	-1	-2	Cc1n[nH]c(=S)n1/N=C/c1c(O)ccc2ccccc12
-5	2	-8	4	6	-25	-0.4	-3	3	-5	O=C(Nc1oc2ccc(Cl)cc2c(=O)c1-c1ccc(F)cc1)c1ccco1
0	-4	6	15	-2	3	0.4	0	2	-5	Cc1cccc(OCCCCN2CCNCC2)c1
-4	-5	-8	-3	8	1	-1.0	-4	-1	2	COc1ccc(CNCc2ccc3c(c2)OCO3)cc1Br
-7	-3	9	1	2	3	0.0	-2	-3	0	COc1ccc(C(=O)NCC(=O)NCC(=O)OCC(=O)c2cccs2)cc1
-4	-1	5	6	6	1	-0.6	0	7	7	COc1ccc(-c2nnc(SCc3ccc(C(=O)O)cc3)n2C)cc1OC
1	5	-11	0	2	0	0.2	-3	6	-2	Cc1noc(C)c1S(=O)(=O)Nc1ccc2c(c1)C(=O)N([C@H](C)CO)C[C@H](C)[C@H](CN(C)S(=O)(=O)c1ccc(Cl)cc1)OCCCC[C@@H](C)O2
7	-2	-5	5	4	-1	-0.5	-10	-10	-2	Cc1ccc(NC(=O)COC(=O)c2ccco2)cc1S(=O)(=O)N1CCOCC1
-4	i	6	-9	-9	i	53*	2	i	-10	CCN(CC)Cc1c(O)c(Cl)cc2c(C)cc(=O)oc12
7	-8	1	2	0	-9	0.7	-1	-17	-6	Cc1ccc(N(C)C(=O)C2CCCN2S(=O)(=O)c2ccc3c(c2)n(C)c(=O)c(=O)n3C)cc1 (configuration not stated)
10	-4	4	0	4	1	0.9	-4	3	-2	O=C(NC(=S)N(CCO)Cc1ccccc1)c1ccc(S(=O)(=O)N2CCCC2)cc1
4	-1	-4	-3	-2	0	-0.6	6	2	3	CCCCNC(=O)c1ccc(CS(=O)(=O)Cc2ccccc2F)o1
-6	0	4	9	0	2	0.5	1	-6	-11	O=C(NCc1cccs1)[C@@H]1CCCN1S(=O)(=O)c1ccccc1F
